# High-throughput results (PubChem BioAssay)
# ASM inhibitor: inhibitors of human secretory acid sphingomyelinase; Potency, µM (doses to about 57.5 µM), without a hit: top-dose activity change, negative = inhibition, usual class: inhibitors; actives 0.006% (n = 340,000); AID 504937; placental ASM, HMU-PC fluorogenic substrate, 60 min; P17405; also: potency is read from the fitted curve at half-maximal effect
#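 Human placenta-derived ASM enzyme was preincubated with compound for 10 minutes at room temperature, then given fluorogenic substrate HMU-PC0 (9 uM final) for 60 minutes at 37 °C; a pH 10 stop preceded fluorescence reading at Ex 386/Em 447 nm.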
# Chronic BCR inh: inhibitors of chronic active B-cell receptor signaling | ABC-DLBCL IkBa-CBG/CBR reporter, luminescence ratio, 4 h | actives 0.05% (n = 340,000) | Potency, µM (highest dose often 46.1 µM), for inactives: at the top dose ratio change, negative = lower green/red ratio, most hits filed as inhibitors; active = well fitted inhibition curve with a large enough effect in the signal ratio, with a control signal flat, not every such curve was filed as active; inconclusive = small, poorly fitted or top-dose-only effect, or effect the other way, or a change in a side signal; the % refers to the signal ratio;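 also: potency is read from the fitted curve at half-maximal effect; plate controls were basal doxycycline-induced cells for no effect and cells given 10 µM MG132 for full effect; MG132 reads +100%, hits lower the ratio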
#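 Concentration-response series (up to 46 uM) were applied to TMD8 dual-reporter cells for 4 h at 37C with doxycycline. Green/red ratio, after filter-overlap correction, defined %Activity; red signal alone was normalised to basal cells and zero luminescence.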
# Mito fusion yeast: blocks mitochondrial division or promotes mitochondrial fusion; S. cerevisiae fusion-defective mutant growth rescue, CellTiterGlo 48 h; Potency, µM (series often up to 46.1 µM), for inactives: top-dose growth rescue (activation), most hits filed as activators; actives 0.23% (n = 320,000); AID 485298;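 also: potency is read from the fitted curve at half-maximal effect; % of control where 0% means no effect; nearly all actives have a fitted effect of over 45% in size; temperature-sensitive fusion mutants such as fzo1-1 at 37 °C on non-fermentable ethanol glycerol medium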
#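 Luminescent cell viability in 1536-well qHTS format served as the measure of rescued growth in ts fusion-mutant S. cerevisiae cultured on non-fermentable YPEG for 48 hours at 37C.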
# Tb PFK block: blocks T. brucei phosphofructokinase. O15648. T. brucei PFK, ADP-Glo luminescence. Potency, µM (highest dose often 57.5 µM), for inactives: at the top dose activity, negative = inhibition, actives largely listed as inhibitors. actives 0.17% (n = 330,000);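 also: potency is read from the fitted curve at half-maximal effect; 0% = uninhibited 1x PFK enzyme wells and -100% = no-enzyme wells; nearly all actives have a fitted effect of over 60% in size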
#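 ADP-Glo luminescence quantified ADP after 45 min at room temperature, with 1.25 nM T. brucei PFK, 0.1 mM ATP and 0.5 mM fructose-6-phosphate in pH 8.0 TEA buffer. qHTS titrations up to 57 µM; curves classified by quality.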
# PTAP TSG101 blk: blocks PTAP/TSG101 interaction to inhibit HIV-1 budding. Potency, µM (doses to about 115 µM), inactives show at the highest dose activity change, negative = inhibition, hits mostly inhibitors. Fluorescence polarization, FITC-PTAP peptide / Tsg101 binding. 340,000 tested, under 10 active. Q99816; active = well fitted inhibition curve with a large enough effect in the main read-out, with a control signal flat, not every such curve was filed as active; inconclusive = small, poorly fitted or top-dose-only effect, or effect the other way, or a change in a side signal; inactive = no such curve, though single readings can be large or run the other way; also: potency is read from the fitted curve at half-maximal effect; % of control where 0% means no effect
#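 Fluorescence polarization binding of Tsg101 binding domain (10 uM final) to FITC-labeled PTAP peptide (50 nM final) in HEPES pH 7.5 buffer with NaCl, Tween 20, EDTA, TCEP. Compounds added before peptide; binding 20 min at RT.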
# a7 integrin act: integrin-mediated muscular dystrophy alleviation activation; actives 0.064% (n = 350,000); Potency, µM (top dose mostly 38.3 µM), for inactives: at the highest dose activation, usual class: activators; alpha7betagal myoblasts, beta-gal FDG fluorescence, 48 h;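 also: potency is read from the fitted curve at half-maximal effect; 100% = response of the positive control SU9516; nearly all actives have a fitted effect of over 60% in size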
#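 Alpha7betagal+/- myoblasts (passage 13) were plated 16-24 hr, then exposed to compounds (1:260 dilution of DMSO stock) for 48 hours at 37C. After MPER lysis, β-galactosidase reporter activity was read as FDG fluorescence (ex 480/em 540) after 30 minutes.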
# A-T KAP1 phos: potential ataxia-telangiectasia treatments restoring KAP-1 phosphorylation. […] A-T fibroblasts, KAP-1 phosphorylation AlphaLISA; neocarzinostatin DNA damage 30 min before lysis. Potency, µM (doses to about 57.5 µM), without a hit: at the highest dose activation, usual class: activators. actives 0.19% (n = 320,000); also: potency is read from the fitted curve at half-maximal effect; % of control where 0% means no effect; nearly all actives have a fitted effect of over 45% in size
#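 ATM-like activity read as KAP-1 phosphorylation via AlphaLISA donor/acceptor antibody pairs after lysis and 6 hr at 25C. Cells were ATM-null patient fibroblasts ([…], hTERT), dosed 60 min, then exposed to the DSB inducer NCS for 30 min.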
# TCR act: activators of T cell receptors. primary human leukocytes, anti-CD3, IL-2 HTRF, 48 h. Potency, µM (titrated, usually from 9.22 µM), inactives show at the highest dose activation of IL-2 secretion, most hits filed as activators. 330,000 tested, under 10 active. AID 504894; also: % of control where 0% means no effect
#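 IL-2 produced over 48 hr by a-CD3 bead-stimulated primary human leukocytes exposed to compounds was detected with a homogeneous time-resolved FRET immunoassay, 665nm acceptor signal after 320nm excitation.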
# TSHR antag: human thyrotropin receptor antagonism; P16473; TSHR-expressing cells, TSH-stimulated cAMP HTRF, 2 h; hits give low values; activity change, negative = inhibition, % at 11.5 µM; actives 0.2% (n = 330,000);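 active = activity change below a set negative limit, meaning inhibition stronger than a set level, cut at about -70% in these data; inconclusive = activity change between two set negative limits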; also: % is scaled to controls: 0 for no effect and ±100 for the full control effect
# Target sequence (P16473 whole entry, looked up): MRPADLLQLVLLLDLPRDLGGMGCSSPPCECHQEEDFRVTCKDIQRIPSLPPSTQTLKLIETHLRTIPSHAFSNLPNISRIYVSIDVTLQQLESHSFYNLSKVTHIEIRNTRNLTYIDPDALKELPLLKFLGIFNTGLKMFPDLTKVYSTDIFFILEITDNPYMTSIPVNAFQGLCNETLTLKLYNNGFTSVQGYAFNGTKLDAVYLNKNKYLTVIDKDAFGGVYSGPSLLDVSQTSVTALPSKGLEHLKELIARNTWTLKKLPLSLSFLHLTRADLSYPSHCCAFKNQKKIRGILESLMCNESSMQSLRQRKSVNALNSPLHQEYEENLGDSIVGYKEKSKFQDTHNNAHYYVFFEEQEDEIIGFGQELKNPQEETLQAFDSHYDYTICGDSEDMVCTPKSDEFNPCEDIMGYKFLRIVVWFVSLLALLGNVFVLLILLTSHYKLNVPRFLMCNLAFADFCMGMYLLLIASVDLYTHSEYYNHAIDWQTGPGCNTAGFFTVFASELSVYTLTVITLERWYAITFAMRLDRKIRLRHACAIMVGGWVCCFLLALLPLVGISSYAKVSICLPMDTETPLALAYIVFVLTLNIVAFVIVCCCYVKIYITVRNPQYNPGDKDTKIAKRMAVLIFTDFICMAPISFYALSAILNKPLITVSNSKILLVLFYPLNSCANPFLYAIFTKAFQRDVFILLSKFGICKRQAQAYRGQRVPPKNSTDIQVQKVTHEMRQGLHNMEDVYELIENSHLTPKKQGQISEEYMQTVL
#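 Inhibition of cAMP made by TSHR-expressing cells under TSH stimulation (4nM final, EC80; 2 h, 37 deg C) is quantified with a one-step lysis HTRF kit, anti-cAMP cryptate versus cAMP-d2.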
# ELG1 repair inh: inhibitors of ELG1-dependent DNA repair in HEK293T cells | HEK293T ELG1-luciferase reporter, luminescence, 16 h; DNA damage induced by 5-fluorouridine | Potency, µM (series often up to 46.1 µM), for inactives: at the top dose activity change, negative = inhibition, most hits filed as inhibitors | actives 2.3% (n = 330,000); also: potency is read from the fitted curve at half-maximal effect; % is scaled to controls: 0 for no effect and ±100 for the full control effect; nearly all actives have a fitted effect of over 55% in size
#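 Luminescence from the luciferase reporter, measured 30 min after ONE-Glo reagent at room temperature, was the read-out. Beforehand, 2,000 cells per well were exposed for 16 hr at 37 °C to 5-fluorouridine together with compound or vehicle.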
# Eya2 phos inh: Eya2 (human) phosphatase inhibition; Potency, µM (highest dose often 76.9 µM), for the others: at the highest dose activity, negative = inhibition, hits mostly inhibitors; AID 488837; recombinant Eya2, OMFP fluorescence dephosphorylation (OMFP is methylfluorescein phosphate); actives 0.006% (n = 330,000); also: potency is read from the fitted curve at half-maximal effect; % is scaled to controls: 0 for no effect and ±100 for the full control effect
#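 Eya2 (0.2 uM) preincubated 10 min at ambient with compound, then OMFP substrate added at 50 uM; 10 min reaction in 50 mM HEPES pH 7.5, 50 mM NaCl, 5 uM MgCl2, 0.05% BSA, 1 mM DTT. Fluorescence read at Ex 485/Em 525 nm.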
# An asterisk follows results filed as active; i = inactive; ? = inconclusive; · = no result given; [ ] = another dose, or the depositor's remark. Unless noted, calls follow the shape of the dose curve; as a rule, active = well fitted curve in the direction sought with a large enough effect; inconclusive = small, poorly fitted or top-dose-only effect, or another doubt; inactive = no such curve, though single readings can be large; an effect the other way counts as inactive or inconclusive.
SMILES,ASM inhibitor,Chronic BCR inh,Mito fusion yeast,Tb PFK block,PTAP TSG101 blk,a7 integrin act,A-T KAP1 phos,TCR act,TSHR antag,ELG1 repair inh,Eya2 phos inh
CSc1nc2n(n1)C(c1cccs1)C1=C(CCCC1=O)N2 (stereo not given),·,10%,-1%,-1%,0%,-12%,3%,11%,8,8%,6%
OCC[C@@H]1C[C@@H](O)[C@H](O)[C@]2(CCCCO2)O1,1%,2%,-2%,-1%,0%,-28%,-9%,2%,1,11%,5%
Nc1nonc1C(=O)NCCNC(=O)c1ccccc1F,1%,-5%,0%,-5%,0%,-34%,2%,-4%[46.1 µM],-6,-3%,-3%
CC(NC(=O)CN1c2cccc3cccc(c23)S1(=O)=O)c1ccc(S(N)(=O)=O)cc1 (stereo not given),18%,0%,-3%,-20%,-1%,11%,-1%,9%,10,-2%,-14%
CCc1ccc(-n2c(=O)c3c(C)c(C)sc3n(CC(=O)NCC3CCCO3)c2=O)cc1 (stereo not given),2%,0%,-1%,2%,1%,0%,0%,0%,-3,8%,7%
CCOc1cc(C(=O)OCC(=O)c2c(N)n(C)c(=O)n(C)c2=O)cc(OCC)c1OCC,-2%,2%,1%,-2%,2%,12%,7%,-2%,-1,-15%,5%
Clc1cccc(-c2cc3nc4c(c(N5CCN(c6cnccn6)CC5)n3n2)CCCC4)c1,1%,3%,-2%,-4%,1%,11%,-6%,2%[46.1 µM],6,?,-6%
CN1C(C(=O)NCC2CC2)CC2Cn3c(nc4cc5ccccc5cc43)C21 (stereo not given),5%,0%,-2%,?,1%,-16%,-23%,-7%,-2,1%,-5%
COc1ccc2nc(/C=N/NC(=O)[C@H](CCSC)NC(=O)OC(C)(C)C)ccc2c1,5%,?,-4%,1%,-4%,-9%,-7%,5%[46.1 µM],9,-25%,-4%
CCOc1ccc(-c2cc(CCCC(=O)Nc3cc(OC)ccc3OC)no2)cc1,-6%,?,-2%,-3%,0%,-12%,0%,4%,-13,-29%,4%
COCC(C)n1c(SCC(=O)NC(=O)NCc2ccccc2)nc2ccccc2c1=O (stereo not given),-2%,?,·,-1%,-5%,24%,10%,-3%[46.1 µM],10,?,-6%
Cc1onc(-c2c(Cl)cccc2Cl)c1COC(=O)c1ccc(Cl)cc1[N+](=O)[O-],-6%,14%,2%,-10%,2%,5%,-10%,-3%,-4,?,3%
O=C(c1cccc(Cl)c1)N1CCN(C(=O)c2ccco2)CC1,0%,-5%,-1%,0%,1%,8%,-4%,1%,0,0%,12%
CC(C)n1cc(CN2CCC(C(=O)Nc3cccc(-c4cccc(Cl)c4)c3)CC2)cn1,-8%,-19%,-5%,-1%,0%,-42%,1%,-1%,7,1%,7%
Cc1noc(NS(=O)(=O)c2ccc(NC(=O)C(F)(F)F)cc2)c1C,0%,5%,2%,-12%,-3%,23%,5%,-3%,21,2%,3%
O=C1c2ccccc2C(=O)c2c1ncn2-c1ccccc1,0%,-2%,2%,-1%,-1%,0%,5%,-1%[46.1 µM],1,-22%,1%
Cc1cc(C)n(-c2nc(C(=O)O)cs2)n1,3%,5%,-5%,-2%,0%,2%,3%,15%,-8,14%,9%
COc1ccccc1N(CC(=O)NC1CCCC1)C(=O)CCCC(=O)Nc1ccccn1,3%,0%,-1%,-1%,-12%,38%,9%,-38%,45,10%,-3%
CCCOc1ccc(-c2c(C(=O)N/N=C/C3CC=CCC3)nnn2-c2nonc2N)cc1 (stereo not given),0%,2%,-4%,-2%,-2%,28%,-5%,-3%,1,0%,1%
CC1(C)NC(=O)N(CCCOc2ccc(Br)cc2Cl)C1=O,-3%,6%,3%,2%,·,-8%,-1%,·,-12,?,11%
Cc1ccc(NC(=O)COC(=O)C(NS(=O)(=O)c2ccc(Cl)cc2)C(C)O)cc1 (stereo not given),1%,-7%,-5%,7%,0%,29%,2%,3%[46.1 µM],-3,10%,4%
O=C(Nc1ccc(O)cc1)/C(=C\c1cccs1)NC(=O)c1ccccc1,1%,7%,-4%,0%,0%,6%,0%,-4%[46.1 µM],10,-1%,5%
O=C(CCc1nc2ccccc2[nH]1)Nc1ccc2c(c1)OCO2,-1%,-1%,-10%,1%,0%,-9%,-1%,0%,2,8%,0%
COC(=O)Cn1c(O)c(N=NC(=O)CNC(=O)c2ccncc2)c2ccccc21,3%,3%,7%,-2%,-11%,14%,-1%,-1%,2,?,-2%
CCCCn1c(N)c(N(CCC(C)C)C(=O)CSc2nnc(C)s2)c(=O)[nH]c1=O,3%,-3%,3%,0%,-4%,7%,14%,2%,-6,-5%,-3%

# Some of the entries so far, with values under each structure:
# Fields: ASM inhibitor	Chronic BCR inh	Mito fusion yeast	Tb PFK block	PTAP TSG101 blk	a7 integrin act	A-T KAP1 phos	TCR act	TSHR antag	ELG1 repair inh	Eya2 phos inh
COc1ccccc1N(CC(=O)NC1CCCC1)C(=O)CCCC(=O)Nc1ccccn1
  3%	0%	-1%	-1%	-12%	38%	9%	-38%	45	10%	-3%
CCCOc1ccc(-c2c(C(=O)N/N=C/C3CC=CCC3)nnn2-c2nonc2N)cc1 (stereo not given)
  0%	2%	-4%	-2%	-2%	28%	-5%	-3%	1	0%	1%
CC1(C)NC(=O)N(CCCOc2ccc(Br)cc2Cl)C1=O
  -3%	6%	3%	2%	·	-8%	-1%	·	-12	?	11%

# A draw from above in order of molar mass, low to high:
SMILES,ASM inhibitor,Chronic BCR inh,Mito fusion yeast,Tb PFK block,PTAP TSG101 blk,a7 integrin act,A-T KAP1 phos,TCR act,TSHR antag,ELG1 repair inh,Eya2 phos inh
Cc1cc(C)n(-c2nc(C(=O)O)cs2)n1,3%,5%,-5%,-2%,0%,2%,3%,15%,-8,14%,9%
Nc1nonc1C(=O)NCCNC(=O)c1ccccc1F,1%,-5%,0%,-5%,0%,-34%,2%,-4%[46.1 µM],-6,-3%,-3%
COCC(C)n1c(SCC(=O)NC(=O)NCc2ccccc2)nc2ccccc2c1=O (stereo not given),-2%,?,·,-1%,-5%,24%,10%,-3%[46.1 µM],10,?,-6%
CC(NC(=O)CN1c2cccc3cccc(c23)S1(=O)=O)c1ccc(S(N)(=O)=O)cc1 (stereo not given),18%,0%,-3%,-20%,-1%,11%,-1%,9%,10,-2%,-14%

# Continued:
SMILES,ASM inhibitor,Chronic BCR inh,Mito fusion yeast,Tb PFK block,PTAP TSG101 blk,a7 integrin act,A-T KAP1 phos,TCR act,TSHR antag,ELG1 repair inh,Eya2 phos inh
O=c1oc2c(Cl)cc(Cl)cc2cc1-c1nnc(Nc2ccccc2F)s1,·,-15%,0%,-1%,·,·,-1%,·,9,6%,-1%
COC(=O)c1ccccc1NC(=O)Nc1c(C)n(C)n(-c2ccccc2)c1=O,14%,-2%,-2%,0%,-8%,5%,5%,1%,-15,4%,0%
COC(=O)c1cc(S(=O)(=O)NCc2ccccc2)c[nH]1,1%,6%,4%,0%,-3%,17%,7%,-2%,9,10%,1%
Cc1cccn2c(=O)c3cc(C(=O)NC4CCCCC4)n(C)c3nc12,i,0%,3%,0%,-3%,14µM*,17%,1%,-7,-2%,6%
CCCCCC(=O)N1CC2(CC(c3cccc(NC(=O)c4ccccc4)c3)=NO2)C[C@@H]1C(N)=O (stereo not given in full),-1%,-9%,2%,1%,1%,-6%,3%,-2%,-3,?,-23%
N#CCCN(Cc1cccnc1)C(=O)Nc1cccc(Cl)c1,2%,0%,1%,-2%,-2%,-5%,4%,-1%,-5,2%,3%
C[C@]12CC[C@@H]3c4ccc(O)cc4[C@@H](O)C[C@H]3[C@@H]1CC[C@@H]2O,·,-1%,-2%,-2%,·,·,-11%,·,-6,12%,3%
